NPR1 activator: GC-A (human) enzyme activation | P16066 | HEK293 GC-A cells, cGMP TR-FRET, EC30 ANP; 0% at EC30 ANP, 100% saturating ANP | activation, % at 10 µM | hit rate 0.14% among 370,000 | AID 1671463; in the data active = activation above about 40%
Target sequence (P16066 whole entry, looked up): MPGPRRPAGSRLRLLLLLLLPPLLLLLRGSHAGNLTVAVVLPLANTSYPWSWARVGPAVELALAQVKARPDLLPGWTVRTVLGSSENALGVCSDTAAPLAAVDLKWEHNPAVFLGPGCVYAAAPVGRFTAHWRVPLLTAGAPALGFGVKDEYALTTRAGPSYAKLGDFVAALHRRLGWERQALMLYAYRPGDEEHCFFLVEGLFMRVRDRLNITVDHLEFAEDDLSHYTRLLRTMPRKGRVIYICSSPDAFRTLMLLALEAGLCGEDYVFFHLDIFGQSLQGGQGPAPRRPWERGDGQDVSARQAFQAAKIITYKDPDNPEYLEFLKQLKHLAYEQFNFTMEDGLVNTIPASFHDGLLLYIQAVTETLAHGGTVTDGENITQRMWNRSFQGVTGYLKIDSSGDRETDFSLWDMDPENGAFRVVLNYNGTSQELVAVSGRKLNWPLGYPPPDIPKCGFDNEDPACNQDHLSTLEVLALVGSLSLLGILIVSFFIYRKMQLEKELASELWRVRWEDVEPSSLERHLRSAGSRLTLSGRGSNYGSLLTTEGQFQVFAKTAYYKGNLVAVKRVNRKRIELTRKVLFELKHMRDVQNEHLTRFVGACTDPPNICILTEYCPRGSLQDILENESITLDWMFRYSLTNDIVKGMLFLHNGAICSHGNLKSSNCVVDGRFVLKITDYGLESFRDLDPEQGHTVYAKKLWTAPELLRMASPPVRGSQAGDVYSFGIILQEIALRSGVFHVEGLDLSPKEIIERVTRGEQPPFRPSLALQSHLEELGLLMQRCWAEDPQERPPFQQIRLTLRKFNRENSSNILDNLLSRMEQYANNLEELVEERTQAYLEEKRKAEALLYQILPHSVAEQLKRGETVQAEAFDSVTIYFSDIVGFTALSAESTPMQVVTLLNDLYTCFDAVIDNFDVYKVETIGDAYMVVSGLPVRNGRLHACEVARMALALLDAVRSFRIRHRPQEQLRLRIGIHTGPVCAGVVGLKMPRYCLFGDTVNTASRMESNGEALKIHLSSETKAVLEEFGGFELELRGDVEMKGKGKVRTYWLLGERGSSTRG
GC-B act: GC-B (human) receptor activation. P20594. HEK293-GC-B cells, CNP EC30, cGMP TR-FRET; 0% at EC30 CNP, 100% saturating CNP. activation, % at 10 µM. hit rate 0.11% among 370,000. AID 1920062;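 active = activation at 10 µM reaching about 35% in either raw or pattern-adjusted values, limit read from the data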
hgDAF-12 ag: activates the H. glycines DAF-12 receptor ligand-binding domain; HEK293 GAL4-hgDAF12 UAS-luciferase reporter, agonist luminescence; normalized to butyrate control; activation, % at 6.8 µM; hit rate 1.8% among 370,000;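 active = activation above a cutoff set at the mean of all screened compounds plus 3 SD, cut at about 10% in these data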;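 also: 0% = DMSO wells and 100% = sodium butyrate wells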
DAX1 inh-1: NR0B1 (DAX1) inhibition; HEK293 Gal4-DAX1 luciferase reporter, luminescence; inhibition, % at 6.75 µM; P51843; AID 504766; hit rate 0.99% among 340,000;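 active = inhibition above the mean over all tested compounds plus 3 SD, cut at about 4.2% in these data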;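 also: 0% = DAX1-transfected cells with DMSO and 100% = empty-vector control cells with DMSO; inhibition shows as a rise in luminescence from relieved DAX1 repression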
HGIII-sPLA2 inh: Inhibits HGIII-sPLA2 liposome hydrolysis, primary screen; Q9NZ20; QFRET BODIPY PC-A2 liposome hydrolysis, fluorescence; inhibition, % at 12.2 µM; hit rate 0.56% among 370,000; AID 743126;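 active = inhibition above mean plus 3 SD of compounds lying within the high and low control bounds, cut at about 19% in these data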;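 also: 0% = median of test compound wells and 100% = no enzyme DMSO wells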
DAX1 inh-2: inhibitors of DAX1 repression of SF-1 activated StAR promoter | hit rate 1.1% among 370,000 | AID 652010 | inhibition, % at 6.8 µM | HEK293T StAR-luciferase reporter, SF-1/DAX-1 repression relief;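 active = inhibition above the mean over all tested compounds plus 3 SD, cut at about 3.6% in these data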;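 also: 0% = DAX-1 cells with DMSO and 100% = cells lacking DAX-1 with DMSO; higher inhibition means more luminescence from relief of DAX-1 repression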
proKLK7 act: activators of human kallikrein-7 zymogen | P49862 | purified proKLK7, EDANS-DABCYL substrate fluorescence; 100% is mature enzyme control, 0% vehicle | activation, % at 7 µM | hit rate 0.9% among 370,000 | AID 652039;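 active = activation above the mean of all tested compounds plus 3 SD, computed per campaign excluding outliers beyond control limits, cut at about 13% in these data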
hcDAF12 agonist: activators of H. contortus DAF-12 nuclear receptor; HEK293 hcDAF-12 lit1-tk-luc reporter, luminescence; 0% DMSO, 100% Δ7-dafachronic acid; activation, % at 6.8 µM; hit rate 1.4% among 370,000; AID 652067;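 active = activation above the mean of all tested compounds plus 3 SD, cut at about 5.5% in these data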;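 also: 100% = response to 3 µM Δ7-dafachronic acid high control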
SMARCA2 act: SMARCA2 function activation, primary screen; MG213 cells, MMTV-luciferase reporter, dexamethasone, overnight; activation, % at 9.1 µM; hit rate 1% among 370,000; AID 652017; in the data active = activation above about 7.8%;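 also: 0% = vehicle wells and 100% = reference activator wells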
FXN GAA850 act: activators of GAA850 frataxin (FXN) promoter | HEK293 lucGAA850 FXN promoter luciferase reporter, 24 h; percent of 10 µM SAHA response | activation, % at 6 µM | hit rate 0.56% among 360,000;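 active = activation above the average of all compounds screened plus 3 SD, cutoff fixed separately per campaign, cut at about 7.5% in these data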;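 also: 0% = DMSO wells and 100% = 10 µM SAHA wells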
ssDAF12 agonist: activators of S. stercoralis DAF-12 nuclear receptor; HEK293 ssDAF-12/GRIP1 lit1-tk-luc reporter, luminescence; % of 3 µM dafachronic acid response; activation, % at 6.8 µM; hit rate 1% among 370,000;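 active = activation above the mean over all tested compounds plus 3 SD, cut at about 0.9% in these data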;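 also: 0% = DMSO-only wells and 100% = 3 µM delta7-dafachronic acid wells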
Starred values were filed as active, the others as inactive; · = not tested or not shown.

SMILES	NPR1 activator	GC-B act	hgDAF-12 ag	DAX1 inh-1	HGIII-sPLA2 inh	DAX1 inh-2	proKLK7 act	hcDAF12 agonist	SMARCA2 act	FXN GAA850 act	ssDAF12 agonist
CCOc1cc(CN2CCCCC2)ccc1OC	5	-1	-0.2	-1.2	10	0.6	0.0	-2.3	1	0.0	-2.1
Cc1cc(C)c(S(=O)(=O)Nc2c(C)[nH]c(=O)[nH]c2=O)c(C)c1	1	2	-0.5	-0.5	-2	-0.9	-0.3	0.2	-1	-0.6	-1.3
O=C(Nc1cccc([N+](=O)[O-])c1)N1CCN(c2ccccc2)CC1	-3	1	-2.9	3.0	2	-0.1	0.0	-3.1	-4	0.2	-2.1
Cc1cc2oc(=O)cc(CN3CCCCC3)c2cc1C(C)C	0	-6	-0.8	1.8	-2	0.2	0.3	-2.0	0	6.0	-1.3
C[C@@H]1CCCCO[C@@H](CN(C)C(=O)CCC(F)(F)F)[C@@H](C)CN([C@H](C)CO)C(=O)c2cc(NS(=O)(=O)c3cccs3)ccc2O1	4	6	-2.1	·	-19	-0.4	0.4	0.7	-2	·	-1.2
CC(=O)c1sc(NC(=O)COc2ccc(C(C)C)c(C)c2)nc1C	-2	-4	-1.7	0.5	6	0.0	0.0	-1.5	-3	-1.0	-1.5
C/C(=N\NC(=O)c1cccs1)c1c(O)cc(C)oc1=O	2	3	12*	4.7*	-2	6.9*	0.6	6.6*	4	2.6	1.1*
O=C(CSC(=O)c1ccccc1)Nc1ccccc1F	8	2	0.2	1.4	7	-0.2	-0.5	-0.7	-1	3.0	-0.6
CCOC(=O)CNC(=O)CSc1nnc(-c2ccc(OC)cc2)n1CC	2	1	0.0	0.7	4	0.4	0.2	-0.5	5	1.6	-1.4
COC(=O)c1c(NC(=O)c2nc3nc(C)cc(C(F)F)n3n2)sc2c1CCC2	1	-1	0.0	0.7	8	0.0	-0.6	-0.8	-1	-1.1	-2.0
Cc1ccsc1/C=N\NC(=O)Cn1nnc2ccccc21	3	0	0.0	0.8	-6	-0.3	-0.4	-0.9	-1	0.8	-1.9
CCOC(=O)c1cccc(NC(=O)CN(C)S(=O)(=O)c2ccc(C)c(C)c2)c1	-2	0	-2.1	·	-11	0.3	0.2	-2.0	-2	·	-1.3
COC(=O)CCCCCCCCC(O)CN(C)C (stereo not given)	0	-7	-0.7	0.8	0	0.7	0.7	-1.3	-5	-0.2	-0.7
Cc1ccc(-n2c3c(cc(C(=O)N4CCN(C)CC4)c2=O)C(=O)CC(C)(C)C3)cc1	1	4	1.3	0.6	2	-0.4	0.3	-1.6	-1	-0.6	-0.6
CN(C(=O)COC(=O)C1CSC2(C)CCC(=O)N12)c1ccccc1 (stereo not given)	3	1	2.8	1.0	4	0.0	-0.1	-2.6	-2	2.7	-0.2

Already shown: an excerpt of the list.
SMILES	NPR1 activator	GC-B act	hgDAF-12 ag	DAX1 inh-1	HGIII-sPLA2 inh	DAX1 inh-2	proKLK7 act	hcDAF12 agonist	SMARCA2 act	FXN GAA850 act	ssDAF12 agonist
O=C(CSC(=O)c1ccccc1)Nc1ccccc1F	8	2	0.2	1.4	7	-0.2	-0.5	-0.7	-1	3.0	-0.6
CCOC(=O)CNC(=O)CSc1nnc(-c2ccc(OC)cc2)n1CC	2	1	0.0	0.7	4	0.4	0.2	-0.5	5	1.6	-1.4
COC(=O)c1c(NC(=O)c2nc3nc(C)cc(C(F)F)n3n2)sc2c1CCC2	1	-1	0.0	0.7	8	0.0	-0.6	-0.8	-1	-1.1	-2.0

Of the compounds above, these have a thiophene ring, fused or not:
SMILES	NPR1 activator	GC-B act	hgDAF-12 ag	DAX1 inh-1	HGIII-sPLA2 inh	DAX1 inh-2	proKLK7 act	hcDAF12 agonist	SMARCA2 act	FXN GAA850 act	ssDAF12 agonist
C[C@@H]1CCCCO[C@@H](CN(C)C(=O)CCC(F)(F)F)[C@@H](C)CN([C@H](C)CO)C(=O)c2cc(NS(=O)(=O)c3cccs3)ccc2O1	4	6	-2.1	·	-19	-0.4	0.4	0.7	-2	·	-1.2
C/C(=N\NC(=O)c1cccs1)c1c(O)cc(C)oc1=O	2	3	12*	4.7*	-2	6.9*	0.6	6.6*	4	2.6	1.1*
COC(=O)c1c(NC(=O)c2nc3nc(C)cc(C(F)F)n3n2)sc2c1CCC2	1	-1	0.0	0.7	8	0.0	-0.6	-0.8	-1	-1.1	-2.0
Cc1ccsc1/C=N\NC(=O)Cn1nnc2ccccc21	3	0	0.0	0.8	-6	-0.3	-0.4	-0.9	-1	0.8	-1.9

Later entries
SMILES	NPR1 activator	GC-B act	hgDAF-12 ag	DAX1 inh-1	HGIII-sPLA2 inh	DAX1 inh-2	proKLK7 act	hcDAF12 agonist	SMARCA2 act	FXN GAA850 act	ssDAF12 agonist
COCCNC(=O)C1CCCN(C(=O)c2ccc(SC(F)(F)F)cc2)CC1 (stereo not given)	-4	-1	-2.3	·	-5	-1.0	0.2	-1.7	-3	-1.5	-1.0
Cc1csc2c(N3CCN(C(=O)c4ccc(C(C)(C)C)cc4)CC3)ncnc12	2	1	0.7	-0.8	4	0.3	-0.4	1.4	-2	0.2	-1.3
CN(C)c1ccc(C(CNC(=O)c2ccco2)N2CCCC2)cc1 (stereo not given)	-2	2	5.0	0.8	8	0.4	-0.2	1.9	4	2.4	-0.3
Cc1cc(N)n(-c2ccccc2C)n1	-2	3	-2.5	0.9	2	-0.6	-0.4	1.3	-4	-0.3	-1.5
COC(=O)c1cc2c(-c3ccccc3)cc3ccccn3c-2c1C(=O)OC	6	-7	0.0	0.3	3	-1.8	0.6	-0.6	0	1.2	-1.6
COc1cccc(-c2nc3ccc(C(=O)N4CCCC(O)C4)cc3o2)c1 (stereo not given)	7	-3	9.3	0.3	-5	5.3*	-0.3	1.5	4	5.5	-0.5
COc1ccc(N2CCN(C(=O)c3ccc(CS(=O)Cc4ccc(Cl)cc4)o3)CC2)cc1 (stereo not given)	-6	-3	-3.3	-0.2	2	-2.9	0.5	-1.8	-2	-0.5	-1.4
COc1ccc(CNC(=O)c2cccc3c2C(=O)N(Cc2cccnc2)C3)cc1	9	8	-2.8	-1.0	0	-0.7	0.0	-2.0	4	1.5	-1.3
COc1cc(C(=O)CSc2nncn2C)cc(OC)c1OC	0	3	0.2	1.6	12	-0.1	0.1	-1.1	-7	-0.5	-1.1
CCCCNC(=O)c1cc2c(=O)n(CC)c3ccccc3c2s1	11	11	1.1	0.0	-3	-0.6	-0.4	-1.8	-3	0.5	-1.1
COc1ccc(-n2c3c(cc(C(=O)Nc4ccc(C)cc4)c2=O)C(=O)CCC3)cc1	0	-4	0.3	-0.3	-1	-0.2	0.6	-1.5	1	0.7	-0.9
CC(=O)c1ccc(NC(=O)CN2C(=O)/C(=C/C=C/c3ccccc3)SC2=S)cc1	-8	8	2.5	-0.7	4	0.5	-0.5	6.5*	0	0.3	0.3
CC(C)c1ccc(C2/C(=C(/O)c3ccc(F)cc3)C(=O)C(=O)N2CCCN2CCOCC2)cc1 (stereo not given)	2	5	-2.8	-0.7	-2	-0.1	-0.7	-1.5	-1	3.2	-1.0
C=CCNc1ncnc2ccccc12	-1	3	-2.0	-1.5	9	-0.5	-1.0	1.6	-1	-1.9	-1.0
COc1ccc(C(CNC(=O)c2cccc(NS(=O)(=O)c3ccccc3)c2)N2CCCC2)cc1 (stereo not given)	-6	-6	1.1	-0.4	-22	2.9	-0.1	0.2	1	-1.2	-1.3
COc1ccccc1NC(=S)N(Cc1cccs1)C1CCCC1	-7	-3	-4.3	-1.1	8	0.0	0.4	0.8	-5	0.0	-1.7
COc1cccc(CC(=O)OC(C)C(=O)Nc2ncc(Cl)cc2Cl)c1 (stereo not given)	-1	-4	0.9	-0.9	1	1.3	-0.8	-0.2	-3	-1.0	-1.0
CCOC(=O)c1c(C)[nH]c(C)c1C(=O)COC(=O)/C=C/c1ccc(Cl)cc1	-4	0	-2.1	1.7	-8	-0.5	0.3	-4.4	-3	0.4	-0.6
CC(C)(C)c1ccc(C(=O)N2CCN(c3ccc(N4CCOCC4)nn3)CC2)cc1	0	0	-0.3	4.1	-2	0.3	2.2	-0.8	4	3.0	-0.5
O=C1NC(=S)NC1Cc1ccc(O)cc1 (stereo not given)	2	3	-1.4	-0.4	-20	-0.2	0.6	0.0	3	-1.4	-1.4
Cc1ccc(-c2cc3nc(-c4ccccc4)cc(N4CCOCC4)n3n2)cc1	1	-10	2.2	0.8	2	0.4	-5.2	0.5	2	1.1	-0.5
CCC(=O)OC1CC(C)N(C(=O)c2ccccc2)c2ccc(C)cc21 (stereo not given)	-15	-15	-1.6	-1.8	-1	-1.9	-0.4	-2.7	-2	-2.5	-1.5
COC(=O)c1ccc2c(c1)C(=O)N(C1CCCCC1)C2=O	1	-1	0.3	-0.1	-2	-0.5	0.7	-2.2	1	-1.1	-1.1
O=C(CSc1nc2ccccc2c(=O)n1-c1ccc(F)cc1F)NC1CCS(=O)(=O)C1 (stereo not given)	0	-5	1.9	0.4	-4	0.1	0.3	2.1	7	-0.4	-1.2
CCSc1nc2sc3c(c2c(=O)n1-c1ccc(OC)cc1)CCN(C)C3	13	0	1.9	-0.3	-13	-0.5	0.9	-1.7	1	-0.1	-1.6
COc1ccccc1-c1nnc(SCC(=O)c2c(N)n(C3CC3)c(=O)[nH]c2=O)n1C	3	1	1.1	-0.3	11	-0.5	0.0	2.0	0	2.8	0.0
COC(=O)Cn1cc(C(=O)C2CC2)c2ccccc21	2	9	0.5	0.1	-6	-0.4	-0.1	-0.8	-1	3.0	-0.8
CCOc1ccc(NC(=O)C2CCC(CNc3c(N4CCOCC4)c(=O)c3=O)CC2)cc1 (stereo not given)	-2	1	-1.4	-0.2	0	1.4	0.8	-1.7	-1	0.0	-1.1
CC1(Cc2ccccc2Cl)C(=O)Nc2c(Cl)cccc21 (stereo not given)	-7	1	-2.0	·	-15	-0.7	0.1	-3.3	-1	-1.1	-1.6
O=C(NC1CC1)C1CCN(S(=O)(=O)c2ccc(Cl)c([N+](=O)[O-])c2)CC1	3	-1	-2.3	-0.9	9	-1.8	0.6	-0.7	-4	0.6	-1.2
COC(=O)CSc1nnc2cc(C)c3ccccc3n12	-4	9	5.9	0.2	0	0.0	2.9	0.6	2	1.4	-1.4
